Source: PubChem BioAssay (several laboratories)
TNAP inh noacc: TNAP (human) inhibition, acceptor-free conditions. P05186. purified TNAP, CDP-star luminescence, 30 min. inhibition, % at 20 µM. actives 0.26% (n = 200,000);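 active means tissue-nonspecific alkaline phosphatase inhibition above about 50% at 20 µM in the single-dose screen, limit read from the data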;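 further: 0% = DMSO negative control and 100% = EDTA positive control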
Target sequence (P05186 whole entry, looked up): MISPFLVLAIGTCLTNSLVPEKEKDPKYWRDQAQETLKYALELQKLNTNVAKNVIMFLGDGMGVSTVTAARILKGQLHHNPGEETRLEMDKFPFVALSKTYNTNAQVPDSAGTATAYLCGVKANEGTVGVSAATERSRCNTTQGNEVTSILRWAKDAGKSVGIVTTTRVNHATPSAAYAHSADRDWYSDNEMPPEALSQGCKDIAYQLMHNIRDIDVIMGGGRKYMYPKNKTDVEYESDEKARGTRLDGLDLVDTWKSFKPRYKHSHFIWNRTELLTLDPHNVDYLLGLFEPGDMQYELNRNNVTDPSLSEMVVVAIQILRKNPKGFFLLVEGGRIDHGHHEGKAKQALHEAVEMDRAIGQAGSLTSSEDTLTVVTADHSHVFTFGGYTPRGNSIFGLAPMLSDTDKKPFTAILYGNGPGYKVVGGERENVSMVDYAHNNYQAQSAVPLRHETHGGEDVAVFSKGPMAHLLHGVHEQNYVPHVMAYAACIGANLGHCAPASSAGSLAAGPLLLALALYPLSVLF
S1P3 antag: S1P3 (human) receptor antagonism. Q99500. CHO S1P3 NFAT-BLA reporter, FRET fluorescence, antagonist mode. inhibition, % at 4.98 µM. AID 485. actives 0.27% (n = 170,000);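 active means inhibition above the plate cutoff, the mean inhibition of test wells on that plate plus 3 SD, cut at about 28% in these data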;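 further: cells challenged with S1P at its EC80 of 0.8 µM; blue over green emission ratio from cleaved BLA substrate after 4 h stimulation; 0% = S1P-stimulated wells and 100% = unstimulated DMSO-only wells; some compounds past the cut are filed as inactive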
Target sequence (Q99500 whole entry, looked up): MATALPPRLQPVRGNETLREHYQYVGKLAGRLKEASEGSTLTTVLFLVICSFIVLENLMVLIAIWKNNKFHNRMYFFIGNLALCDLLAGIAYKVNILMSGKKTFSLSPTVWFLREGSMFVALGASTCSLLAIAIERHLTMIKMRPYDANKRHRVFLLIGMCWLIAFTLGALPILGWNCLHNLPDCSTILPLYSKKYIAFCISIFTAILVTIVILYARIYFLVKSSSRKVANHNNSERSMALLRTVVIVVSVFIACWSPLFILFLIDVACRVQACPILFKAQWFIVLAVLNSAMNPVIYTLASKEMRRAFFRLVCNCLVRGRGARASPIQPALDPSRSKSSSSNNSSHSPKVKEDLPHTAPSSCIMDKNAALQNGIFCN
TNAP inh hi DEA: blocks human TNAP under high phosphate acceptor concentration | P05186 | purified TNAP, CDP-star luminescence, 1 M DEA | inhibition, % at 20 µM | actives 0.03% (n = 200,000);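 active means over 50% inhibition of tissue-nonspecific alkaline phosphatase at 20 µM in the single-dose screen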;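 further: plate controls were DMSO wells for no effect and EDTA-quenched wells as full inhibition for full effect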
PMI act: activators of human phosphomannose isomerase | P34949 | purified human PMI, coupled resazurin fluorescence, 20 min; stronger effect = higher value; 1 = vehicle control, 0 substrate-free wells | activation factor at 20 µM | actives 0.005% (n = 190,000) | AID 1214;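 active means activation factor of 2 or more at 20 µM, relative to plate controls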
RAM network inh: blocks the yeast RAM network; S. cerevisiae dse1pr::URA3 reporter, 5-FOA growth OD615, 2 d; analog-sensitive cbk1-as2 kinase mutant strain; inhibition, % at 50 µM; actives 1.8% (n = 190,000);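 active means inhibition above a set limit, 3 SD over mean compound inhibition, cut at about 8.4% in these data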;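 further: 0% = DMSO-only wells with no growth and 100% = 10 µM 1-NA-PP1 full growth; inhibition rescues growth on 5-FOA so higher OD means more RAM inhibition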
Hsp70 activator: switches on Hsp70 transcription; HeLa Hsp70 promoter luciferase reporter, luminescence; scaled: vehicle 0, proteasome-inhibitor control 100%; actives 0.04% (n = 200,000); activation, % at 10 µM;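 active means activation above the mean across all tested compounds plus 3 SD, cutoff set per campaign, cut at about 5.5% in these data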;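 further: 100% = MG132 at 30 µM as the positive control and 0% = DMSO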
HMGR II inh: inhibitors of class II HMG-CoA reductase from Enterococcus faecalis; purified E. faecalis HMGR, NADPH absorbance 340 nm kinetic; inhibition, % at 10 µM; actives 0.41% (n = 190,000);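 active means inhibition above a set limit, the median over all tested compounds plus 3 SD, cut at about 9.5% in these data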;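 further: enzyme runs in reverse so mevalonate oxidation gives rising NADPH absorbance; 0% = complete reaction with DMSO and 100% = background rate lacking mevalonate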
Lmaj promast: inhibitors of Leishmania major promastigote growth | Leishmania major promastigotes, resazurin fluorescence viability | actives 9% (n = 200,000) | inhibition, % at 10 µM | AID 1063; in the data active means inhibition above about 50%;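 further: promastigotes grown with compound for 44 hours at 28 °C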
PMI act satM6P: PMI (human) activation, high substrate. P34949. coupled PMI enzyme assay, resazurin fluorescence, 20 min; stronger effect = higher value; 1 = untreated enzyme, 0 = substrate-free blank. activation factor at 20 µM. actives 0.34% (n = 190,000);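 active means activation factor of 2 or more at 20 µM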
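Test system: human phosphomannose isomerase with PGI, G6PDH, diaphorase coupling enzymes; Amount: PMI at 15 ng/mL final; Reagent: Mannose-6-phosphate 1.0 mM (near-saturating) plus 0.22 mM NADP+; Timing: 20 min, room temperature; Technique: resorufin fluorescence at Ex 544/Em 590 nm; Dosing: 20 µM single dose.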
DTT redox prof: compounds producing H2O2 with reducing agent – biochemical, NIH compound library profiling, artefact control for MLSCN library redox annotation, primary screen; DTT-dependent redox cycling H2O2, phenol red/HRP absorbance; 100% = 100 µM peroxide control, 0% = buffer; activation, % at 10 µM; actives 0.03% (n = 200,000); AID 878;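 active means activation of at least 50% relative to the plate's high and low controls in the primary single-dose screen; inactive means activation below 50%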;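 further: compound incubated with DTT at 0.8 mM final as the reducing agent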
Active calls of the source: *; · = not tested or not shown.

item	molecule	RAM network inh	Hsp70 activator	TNAP inh noacc	PMI act satM6P	TNAP inh hi DEA	PMI act	S1P3 antag	Lmaj promast	DTT redox prof	HMGR II inh
1	Cc1cc(C(=O)N2CCN(CCc3ccccc3)CC2)no1	0.0	-0.3	-17	0.9	-6	0.9	-4	-9	4.0	-4
2	Cc1ccc(NC(=O)CSc2ccc(-c3cccnc3)nn2)cc1Cl	2.2	-0.5	-5	1.1	0	1	-1	2	-0.5	-5
3	Cc1ccc2nc(NCC(=O)O)nc(-c3ccccc3)c2c1	0.1	-0.1	-13	0.9	-8	0.9	·	-4	0.5	-8
4	CC(=O)N1CCN(c2ccc(NC(=S)NC(=O)/C=C/c3ccccc3)cc2)CC1	7.4	-0.2	12	0.8	5	0.8	-11	-5	0.6	-2
5	CCOC(=O)NC(=O)c1cn(N(C)c2ncc(C(F)(F)F)cc2Cl)c(=O)[nH]c1=O	3.1	-0.3	-6	1	-3	1.1	-11	9	-0.1	-3
6	COc1cc(C(=O)N2CCC(NC(=O)C(Cc3ccccc3)NC(C)=O)CC2)cc(OC)c1OC (stereo unspecified)	0.8	-0.3	-14	1	-6	1	-27	-9	1.9	-3
7	COc1cc2[nH]c(=S)n(C3CC3)c(=O)c2cc1OC	-0.4	0.8	-18	0.9	-7	1	-6	1	-1.8	-4
8	O=C(/C=C/c1cccc(C(F)(F)F)c1)Nc1cccc(C(F)(F)F)c1	12*	-0.3	9	0.8	-1	0.8	·	96*	1.9	-3
9	Cc1cccc(C)c1NC(=O)CSCC(=O)O	4.3	0.0	-14	1	-4	0.9	-18	-6	0.3	-1
10	CC(CC(=O)Nc1nc2ccccc2[nH]1)n1ccnc1 (stereo unspecified)	0.1	-0.3	8	1	8	1	-6	-2	-0.6	-3
11	O=C(Nc1ccc(N2CCCCC2)cc1)c1ccc2c(c1)OCCO2	2.1	0.1	-9	0.9	-4	1	·	-6	-0.3	27*
12	COc1ccc(C(=O)Nc2ccc(NC(=O)c3cccs3)cc2)cc1Cl	1.5	-0.4	-25	1	1	1	3	-6	0.4	3
13	O=C(NC(=S)N1CCN(c2ccc(Cl)cc2[N+](=O)[O-])CC1)c1ccco1	1.4	-0.3	-10	0.9	7	0.8	15	-10	0.0	1
14	CCn1cc(C(=O)NCC2CCCO2)c(=O)c2cc(S(=O)(=O)N(C)C)ccc21 (stereo unspecified)	1.6	-0.2	-7	1	-4	1.1	3	-2	-0.3	-1
15	COC(=O)CSc1nc(C)cc(C)n1	0.3	0.2	-9	1.1	-6	1.1	-3	0	-1.5	-2
16	O=c1c2c3nc4ccccc4nc3n(-c3ccc4c(c3)OCCO4)c2ncn1C1CCCC1	·	·	-8	0.9	-4	1	-29	·	·	·
17	COC(=O)CC1SC(=O)NC1=Nc1cccc(C)c1 (stereo unspecified)	-0.6	-0.2	-10	1	3	1	·	-6	0.1	0
18	CCCCCCCCNC(=O)c1ccc(C)cc1	3.2	-0.1	-14	1	-5	1	-15	-3	-0.4	0
19	CCCN(CCC)C(=O)C1CC(=O)OC12CCOC(C)(C)C2 (stereo unspecified)	-0.3	-0.3	-6	1	3	1	4	-6	-0.6	-1
20	COc1ccc2oc(=O)c(C(=O)NCc3cccnc3)cc2c1	1.4	-0.3	-5	1	5	1	·	-4	0.7	0

Part of the list above, limited to PMI act and Lmaj promast.
cpd | molecule | PMI act | Lmaj promast
14 | CCn1cc(C(=O)NCC2CCCO2)c(=O)c2cc(S(=O)(=O)N(C)C)ccc21 (stereo unspecified) | 1.1 | -2
15 | COC(=O)CSc1nc(C)cc(C)n1 | 1.1 | 0

Other entries.
item	molecule	RAM network inh	Hsp70 activator	TNAP inh noacc	PMI act satM6P	TNAP inh hi DEA	PMI act	S1P3 antag	Lmaj promast	DTT redox prof	HMGR II inh
21	Cc1cccc(OCCCN2CCCCCC2)c1	-0.3	-0.3	-10	1	-6	0.9	11	98*	1.0	-5
22	N#Cc1ccc(OCC(=O)NCC2(N3CCCCC3)CCCCC2)cc1	-0.4	0.0	-6	1.1	-1	1.1	-20	-5	-0.3	-3
23	Cc1nn(C)cc1NC(=O)CC12CC3CC(CC(C3)C1)C2	4.2	-0.4	-7	0.8	-8	1	-21	-1	-0.3	-2
24	NNC(=O)c1nc[nH]c1C(=O)Nc1ccccc1[N+](=O)[O-]	1.9	-0.3	-103	1.2	-4	1.3	-15	19	0.9	-2
25	CCC(C)NS(=O)(=O)c1ccc(OC)c(Cl)c1Cl (stereo unspecified)	1.6	-0.2	-9	1	-6	1	·	-4	0.1	1
26	COC(=O)C(C)N1C(=O)S/C(=C\c2cc(C)n(-c3ccccn3)c2C)C1=O (stereo unspecified)	-1.1	0.2	-2	0.9	0	0.9	·	44	0.2	-8
27	COc1cccc(C2=CC(c3ccc(N(C)C)cc3)n3nnnc3N2)c1 (stereo unspecified)	2.4	-0.2	-5	1	9	1.1	·	2	0.1	-2
28	COC(=O)C1=C(NC(=O)c2ccc(Br)cc2)CCS1	4.0	0.0	9	1.1	-1	1.1	14	-6	0.1	-3
29	COC(=O)CNC(=O)CCCCC(=O)NCC(=O)OC	-0.9	0.0	-8	1	-2	1.1	8	0	0.5	-6
30	COC(=O)c1sc(-c2ccccc2)cc1NC(=O)c1cc(OC)cc(OC)c1	8.8*	0.0	-20	0.7	2	0.8	5	-3	4.2	1
31	Cc1c(NS(=O)(=O)c2cc(Br)cc3c2N(C(=O)C2CC2)CC3)c(=O)n(-c2ccccc2)n1C	2.1	-0.1	-13	1.1	-3	1.2	-27	4	-0.9	1
32	COCCN(C(=S)Nc1ccc(C)cc1)C(C)c1cccnc1 (stereo unspecified)	-0.9	-0.3	-11	1	-1	1	-18	80*	-0.6	-2
33	CCOC(=O)c1sc(NC(=O)CSc2nc(-c3ccco3)cc(C(F)(F)F)n2)c(C#N)c1C	-0.4	-0.2	-5	1	0	0.9	0	-5	4.0	-1
34	OC(c1cccs1)c1nccc2ccccc12 (stereo unspecified)	1.9	-0.3	-4	1	1	0.9	-1	-2	2.3	-5
35	O=C(CCN1C(=O)c2ccncc2C1=O)Nc1ccc(F)cc1	1.3	0.0	-9	1	-2	0.9	·	-4	0.3	-3
36	CS(=O)(=O)c1nc(S(=O)(=O)c2ccc(Cl)cc2)c(NCc2ccccn2)s1	6.6	-0.1	-37	1.1	-4	1.2	4	6	0.8	-9
37	CN(C)CCCn1c(SCC(=O)N2c3ccccc3Sc3ccccc32)nc2ccccc2c1=O	0.5	-0.5	-60	0.9	-8	0.9	-1	101*	0.3	0
38	COc1ccc(F)c(CN2CCC(CO)(Cc3cccc(C(F)(F)F)c3)CC2)c1	7.9	-0.2	-4	0.9	-4	0.8	22	84*	-1.8	-5
39	CC(=O)c1ccc(-c2ccc(Cn3c(C)nc4cc(N)c(C)nc43)cc2)cc1	-0.1	0.3	0	·	2	·	5	20	0.5	0
40	O=C(NCCNC1CCN(Cc2ccccc2)CC1)c1cccs1	-0.9	-0.1	3	1.1	-2	1	·	88*	-1.1	1
41	Cc1cccnc1NC(=O)C1CCN(S(=O)(=O)c2c(C)noc2/C=C/c2ccco2)CC1	8.0	-0.3	-5	0.9	4	0.5	6	5	-0.2	4
42	CSc1nnc(C)c(=O)n1COC(=O)c1ccc(S(=O)(=O)N2CCOCC2)cc1	-0.1	-0.3	1	1.1	-6	1.1	-11	0	0.7	1
43	COc1cc([N+](=O)[O-])ccc1NC(=O)C[n+]1cccc(C)c1	0.1	-0.2	3	0.8	0	0.8	·	-4	1.0	4
44	Cc1ccc(SCc2ccc(C(=O)Nc3ccccc3Br)cc2)cc1	4.6	-0.4	-12	0.9	5	0.9	-8	-5	2.1	-1
45	O=[N+]([O-])c1cc(C(F)(F)F)ccc1NCCOc1ccccc1	3.8	-0.2	-7	0.9	3	0.8	-10	-3	-0.2	-1
46	Cc1ccn2cc(CCNS(=O)(=O)c3ccc4c(c3)CCCC4)nc2c1	2.2	0.5	-2	1	-2	1.1	-19	3	-0.2	3
47	Cc1ccc(N(C(=O)CC2NC(=O)NC2=O)C2(C(=O)NC3CCCC3)CCCCC2)cc1 (stereo unspecified)	1.1	0.0	-4	1	-1	1	·	-6	0.5	-4
48	CC(C)CCNC(=O)CN(Cc1ccco1)C(=O)c1snc(C(N)=O)c1N	1.2	0.0	-2	1.1	-4	1	-2	-5	0.8	-4
49	C=CCN(Cc1cccc(OC)c1OC)S(=O)(=O)N(C)C	-0.3	-0.1	-1	1	1	0.9	·	0	0.2	0
50	COC(=O)c1ccccc1NC(=O)c1ccccc1SC	0.7	-0.3	-4	1	0	0.9	1	7	0.6	-7
51	O=C1c2ccccc2C(Nc2ccc3nc(-c4cccnc4)[nH]c3c2)N1Cc1ccco1 (stereo unspecified)	5.0	-0.4	-6	0.8	-5	0.9	-36	-1	-1.0	3
52	O=C(NCc1ccco1)c1cccc(NS(=O)(=O)c2ccccc2F)c1	2.6	-0.3	-2	1	-3	0.9	6	-5	-0.2	-1
53	CN(Cc1cccs1)C(=O)CCc1c[nH]c2ccccc12	-0.4	0.2	-10	0.9	3	0.9	-13	11	0.3	-4
54	CC1(C)CC(=O)C2=C(C1)Nc1ccccc1NC2c1cccnc1 (stereo unspecified)	2.6	·	-5	1.1	-1	1.1	-63	·	·	-3
55	CN(Cc1ccc(F)cc1)C(=O)c1ccc2c(c1)NC(=O)CS2	1.4	-0.3	-6	0.9	-4	0.9	7	-8	0.1	12*
56	CCOC(=O)c1ccc(NC(=O)C(=O)NCc2ccc(/C=C(/C#N)C(=O)NCCOC)o2)cc1	2.7	-0.2	-6	0.9	-2	0.9	-3	-8	0.8	-1
57	O=S(=O)(NCCc1ccncc1)c1cc(Br)ccc1F	-0.7	-0.3	-7	0.9	-1	0.9	-2	4	0.1	-1
58	Cc1ccc(CC23CN4CCN(CC(C4)C2O)C3)c(C)c1 (stereo unspecified)	-0.9	0.2	-9	0.9	-3	0.9	8	3	1.1	0
59	CCc1[nH]nc2c1C1(CCOC1C)C(C#N)=C(N)O2 (stereo unspecified)	0.5	0.4	-6	0.9	-6	0.9	-20	-3	-0.2	-3
60	O=C(Nc1cccc(-c2cn3cccnc3n2)c1)c1ccco1	1.3	0.0	-9	1.1	1	0.9	·	100*	2.1	2
61	CCOC(=O)c1c(C)[nH]c(C)c1C(=O)COC(=O)c1ccc(Cl)c(S(N)(=O)=O)c1	1.6	-0.3	-6	1.1	2	1	·	0	0.1	0
62	Cc1cc(-n2nc(C)cc2C)nc(N)n1	2.0	-0.3	-7	0.9	0	0.8	23	-3	-0.4	-1
63	Cc1cc(=O)[nH]c(SCc2nc3ncccn3c2Br)n1	3.4	-0.2	-4	0.9	-3	1	·	-4	-3.6	-5
64	Cc1ccc(SCC(=O)n2nc(C)cc2C)cc1	0.0	-0.4	-7	1	-2	0.9	-3	23	-0.2	-6
